Yeast superoxide: yeast age-related superoxide inhibition as caloric restriction mimetic. S. cerevisiae aged cells, superoxide DHE fluorescence; active compounds read low. 330,000 compounds, 0.18% hits. AID 2690. superoxide response (% of plate mean), % at 10 µM;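 active = superoxide response under a set limit, about three screen SD below normal, cut at about 65% in these data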;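 also: yeast aged for seven days with compound at 30 °C before DHE staining; 100% = average MFI of all compound-treated wells on the plate with controls excluded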
LAP4-GFP MLPCN: alters LAP4-GFP fluorescence in TOR pathway yeast screen | AID 2023 | GFP response vs DMSO, % at 10 µM | 320,000 compounds, 0.34% hits | S. cerevisiae LAP4-GFP multiplex, flow cytometry GFP, 3 h; median GFP as percent of DMSO wells;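 active = GFP response vs DMSO above a set limit, about the screen mean plus 3 SD, cut at about 150% in these data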
AGP1-GFP MLPCN: alters AGP1-GFP fluorescence in TOR pathway yeast screen | GFP response vs DMSO, % at 10 µM | S. cerevisiae AGP1-GFP multiplex flow cytometry, 3 h; GFP as percent of DMSO wells | 320,000 compounds, 0.02% hits | AID 2066;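 active = GFP response relative to DMSO above a set limit, near screen average plus 3 SD, cut at about 150% in these data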;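 also: median GFP channel fluorescence of the gated AGP1 strain per well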
CIT2-GFP yeast: alters CIT2-GFP fluorescence in TOR pathway yeast screen; S. cerevisiae CIT2-GFP strain, flow cytometry, 3 h; 100 means same as DMSO wells; GFP response vs DMSO, % at 10 µM; 320,000 compounds, 0.065% hits; AID 2029;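 active = GFP response relative to DMSO above a set limit, near the screen mean plus 3 SD, cut at about 150% in these data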;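 also: ratio of well median GFP fluorescence to mean of DMSO wells on the plate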
MEP2-GFP yeast: alters MEP2-GFP fluorescence in TOR pathway yeast screen | 330,000 compounds, 0.51% hits | S. cerevisiae MEP2-GFP strain, flow cytometry GFP, 3 h; 100% = DMSO control level | GFP response vs DMSO, % at 10 µM | AID 2016;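 active = GFP response versus DMSO above a set limit, roughly screen mean plus 3 SD, cut at about 180% in these data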;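 also: median GFP fluorescence of the barcode-gated MEP2-GFP cells per well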
RPL19A-GFP yeast: alters RPL19A-GFP fluorescence in TOR pathway yeast screen. percent response vs DMSO, % at 10 µM. 330,000 compounds, 0.3% hits. S. cerevisiae RPL19A-GFP strain, flow cytometry, 3 h; active compounds read low;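 active = percent response vs DMSO below 50%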;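 also: median channel GFP fluorescence of the barcoded RPL19A-GFP strain; ratio of sample median GFP to plate DMSO average so 100% = DMSO; lower means less RPL19A-GFP as with rapamycin TOR inhibition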
GRK2 inh: human GRK2 inhibition via aptamer displacement | P25098 | bead flow cytometry, FAM-aptamer displacement from GRK2 | inhibition of aptamer binding, % at 10 µM | 330,000 compounds, 0.59% hits;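 active = inhibition of aptamer binding above 40%, roughly 3 SD of noise, on plates passing a quality check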;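 also: median bead fluorescence of bound FAM aptamer so fluorescent compounds give negative values; no value below 0 was filed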
Target sequence (P25098 whole entry, looked up): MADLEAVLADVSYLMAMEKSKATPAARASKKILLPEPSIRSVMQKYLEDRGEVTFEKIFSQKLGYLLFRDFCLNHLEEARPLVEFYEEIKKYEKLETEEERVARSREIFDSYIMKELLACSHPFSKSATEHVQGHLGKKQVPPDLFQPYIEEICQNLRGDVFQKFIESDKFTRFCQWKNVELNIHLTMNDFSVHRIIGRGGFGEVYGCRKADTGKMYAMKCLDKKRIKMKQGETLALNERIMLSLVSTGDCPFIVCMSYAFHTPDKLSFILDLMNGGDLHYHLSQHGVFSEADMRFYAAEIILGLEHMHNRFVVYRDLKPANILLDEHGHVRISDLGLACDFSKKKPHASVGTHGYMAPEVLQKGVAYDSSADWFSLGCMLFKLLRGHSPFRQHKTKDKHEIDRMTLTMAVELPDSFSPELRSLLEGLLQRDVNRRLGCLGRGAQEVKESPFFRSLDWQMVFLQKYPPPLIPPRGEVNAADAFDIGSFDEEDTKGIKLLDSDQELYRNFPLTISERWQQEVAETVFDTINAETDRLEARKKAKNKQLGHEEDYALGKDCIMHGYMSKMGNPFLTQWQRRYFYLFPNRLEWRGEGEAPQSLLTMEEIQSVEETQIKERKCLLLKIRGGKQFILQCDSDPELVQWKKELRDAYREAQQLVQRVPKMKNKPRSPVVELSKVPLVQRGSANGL
VLA-4 inh: inhibition in a human VLA-4 binding assay | AID 2557 | P13612 | inhibition, % (about 7 µM as worked out from the volumes in the protocol) | 330,000 compounds, 0.2% hits | VLA-4 expressing cells, ligand binding flow cytometry; in the data active = inhibition above about 50%
Starred values were filed as active, the others as inactive; . = no result given.

Screens in order – Yeast superoxide	LAP4-GFP MLPCN	AGP1-GFP MLPCN	CIT2-GFP yeast	MEP2-GFP yeast	RPL19A-GFP yeast	GRK2 inh	VLA-4 inh
> CC(=O)Nc1ccc(S(=O)(=O)N(C)CC(=O)OCC(=O)Nc2ccc3c(c2)OCO3)cc1
  111	96	99	101	96	107	2	-4
> O=C(NCC1CCCO1)c1ccccn1 (stereo unspecified)
  102	92	96	98	96	94	0	-2
> CCOCCc1nnc(NC(=O)C(CC)c2ccccc2)s1 (stereo unspecified)
  123	89	92	.	98	94	0	-2
> Fc1ccc(/C=N/Nc2nc(-c3cccnc3)nc3ccccc23)cc1
  96	165*	128	121	195*	76	0	-3
> COc1cc(C)ccc1OCc1cc(C(=O)NCCN2CCCC(O)C2)no1 (stereo unspecified)
  86	89	101	103	98	104	5	-19
> CCCCn1c(=O)[nH]c(=O)c2c1nc(-c1ccc(CC)c([N+](=O)[O-])c1)n2C
  97	99	102	108	99	112	4	-8
> CCN(CC)CCNC(=O)C1c2cc(OC)c(OC)cc2C(=O)N2CCc3ccccc3C12 (stereo unspecified)
  106	100	94	91	105	95	0	1
> CC(NC(=O)CNC(=O)C1CCCCC1)c1ccc(S(N)(=O)=O)cc1 (stereo unspecified)
  99	95	101	101	106	104	1	0
> COc1ccc(OC)c(NC(=O)COc2coc(CN3CCCc4ccccc43)cc2=O)c1
  96	116	106	96	97	96	2	5
> COc1ccc(-c2nn(-c3ccccc3)cc2C(=O)NCCCn2ccnc2)cc1
  96	91	91	92	96	95	0	-7
> COc1ccc(/C=N/NC(=O)c2cccc(NC(C)=O)c2)c(OC)c1
  93	101	95	100	101	99	2	4
> CN(C(=O)c1ccc(F)c(S(=O)(=O)N2CCOCC2)c1)C1CCCCC1
  78	104	100	96	101	101	0	-2
> NC1CCN(c2c(F)cc3c(=O)c(C(=O)O)cn(C4CC4)c3c2Cl)C1 (stereo unspecified)
  97	93	106	95	105	100	8	3
> COCCN(C(=O)Cn1nnc2ccccc21)C(C(=O)NC1CCCC1)c1cccc(OC)c1OC (stereo unspecified)
  96	100	93	94	102	97	0	5
> COCCN(C(=O)CCC(=O)Nc1nccs1)C(C(=O)NCCC(C)C)c1ccc(OC)cc1 (stereo unspecified)
  104	90	95	110	97	103	2	-2
> COc1cccc(NC(=O)CN(C)C(=O)c2cc(S(=O)(=O)N3CCCCCC3)ccc2OC)c1
  109	98	94	87	97	95	6	16
> O=[N+]([O-])c1ccc(CSc2ncnc3ccccc23)cc1
  110	90	91	91	94	98	0	14
> CN(C)CCCNC(=O)c1cc(C(=O)c2ccccc2F)c[nH]1
  100	89	97	105	105	100	0	5
> CCc1ccc2c(c1)Sc1ccccc1CC2N1CCN(C)CC1 (stereo unspecified)
  103	104	97	100	89	92	0	18
> CN(CC(O)COc1ccc2ccccc2c1)C1CCCCC1 (stereo unspecified)
  104	100	108	101	104	101	4	-9
> Cc1ccnc(NC(=O)CCCc2c[nH]c3ccccc23)c1
  110	91	88	92	100	98	1	2
> Cc1ccc(C(=O)Nc2ccccc2C(=O)N2CC3(C)CC2CC(C)(C)C3)cc1 (stereo unspecified)
  102	.	93	93	91	96	0	1
> O=C(CCNC(=O)C1CCN(S(=O)(=O)c2ccc(F)cc2)CC1)NCCc1ccc(Cl)cc1
  102	100	109	114	104	107	0	-4
> Cc1cc2oc(C(=O)NCc3ccncc3)c(C)c2cc1C
  110	113	100	103	101	98	0	9
> O=C(c1cccc(Cl)c1)N1CCN(C2CCCCC2)CC1
  106	94	93	93	98	100	0	8
> CCN1CCCC1CNC(=O)c1ccc2c(c1)N(Cc1cccc(Cl)c1)C(=O)c1ccccc1S2(=O)=O (stereo unspecified)
  117	97	105	98	104	97	0	18
> CCc1ccccc1NC(=O)N[C@H](C(=O)O)C(C)CC (stereo partly specified)
  113	102	104	103	103	98	0	-5
> COC(=O)c1c(NC(=O)c2ccc(N(C)S(=O)(=O)c3ccc(C)cc3)cc2)sc2c1CCCC2
  98	97	92	81	106	90	2	9
> CCOc1ccc(OCC)c(S(=O)(=O)N2CCOCC2)c1
  108	93	96	101	85	95	0	-4
> O=C(c1cccc(-n2cccc2)c1)N1CCN(S(=O)(=O)c2ccccc2)CC1
  83	111	110	114	104	104	81*	10

A section from the list above:
Screens in order – Yeast superoxide	LAP4-GFP MLPCN	AGP1-GFP MLPCN	CIT2-GFP yeast	MEP2-GFP yeast	RPL19A-GFP yeast	GRK2 inh	VLA-4 inh
> CN(C(=O)c1ccc(F)c(S(=O)(=O)N2CCOCC2)c1)C1CCCCC1
  78	104	100	96	101	101	0	-2
> NC1CCN(c2c(F)cc3c(=O)c(C(=O)O)cn(C4CC4)c3c2Cl)C1 (stereo unspecified)
  97	93	106	95	105	100	8	3
> COCCN(C(=O)Cn1nnc2ccccc21)C(C(=O)NC1CCCC1)c1cccc(OC)c1OC (stereo unspecified)
  96	100	93	94	102	97	0	5
> COCCN(C(=O)CCC(=O)Nc1nccs1)C(C(=O)NCCC(C)C)c1ccc(OC)cc1 (stereo unspecified)
  104	90	95	110	97	103	2	-2
> COc1cccc(NC(=O)CN(C)C(=O)c2cc(S(=O)(=O)N3CCCCCC3)ccc2OC)c1
  109	98	94	87	97	95	6	16
> O=[N+]([O-])c1ccc(CSc2ncnc3ccccc23)cc1
  110	90	91	91	94	98	0	14
> CN(C)CCCNC(=O)c1cc(C(=O)c2ccccc2F)c[nH]1
  100	89	97	105	105	100	0	5
> CCc1ccc2c(c1)Sc1ccccc1CC2N1CCN(C)CC1 (stereo unspecified)
  103	104	97	100	89	92	0	18
> CN(CC(O)COc1ccc2ccccc2c1)C1CCCCC1 (stereo unspecified)
  104	100	108	101	104	101	4	-9
> Cc1ccnc(NC(=O)CCCc2c[nH]c3ccccc23)c1
  110	91	88	92	100	98	1	2
> Cc1ccc(C(=O)Nc2ccccc2C(=O)N2CC3(C)CC2CC(C)(C)C3)cc1 (stereo unspecified)
  102	.	93	93	91	96	0	1
> O=C(CCNC(=O)C1CCN(S(=O)(=O)c2ccc(F)cc2)CC1)NCCc1ccc(Cl)cc1
  102	100	109	114	104	107	0	-4
> Cc1cc2oc(C(=O)NCc3ccncc3)c(C)c2cc1C
  110	113	100	103	101	98	0	9
> O=C(c1cccc(Cl)c1)N1CCN(C2CCCCC2)CC1
  106	94	93	93	98	100	0	8
> CCN1CCCC1CNC(=O)c1ccc2c(c1)N(Cc1cccc(Cl)c1)C(=O)c1ccccc1S2(=O)=O (stereo unspecified)
  117	97	105	98	104	97	0	18
> CCc1ccccc1NC(=O)N[C@H](C(=O)O)C(C)CC (stereo partly specified)
  113	102	104	103	103	98	0	-5
> COC(=O)c1c(NC(=O)c2ccc(N(C)S(=O)(=O)c3ccc(C)cc3)cc2)sc2c1CCCC2
  98	97	92	81	106	90	2	9
> CCOc1ccc(OCC)c(S(=O)(=O)N2CCOCC2)c1
  108	93	96	101	85	95	0	-4
> O=C(c1cccc(-n2cccc2)c1)N1CCN(S(=O)(=O)c2ccccc2)CC1
  83	111	110	114	104	104	81*	10

Whole records, quoted from the list.
Profile of CN(C(=O)c1ccc(F)c(S(=O)(=O)N2CCOCC2)c1)C1CCCCC1 = Yeast superoxide = 78; LAP4-GFP MLPCN = 104; AGP1-GFP MLPCN = 100; CIT2-GFP yeast = 96; MEP2-GFP yeast = 101; RPL19A-GFP yeast = 101; GRK2 inh = 0; VLA-4 inh = -2
Profile of Cc1ccnc(NC(=O)CCCc2c[nH]c3ccccc23)c1 = Yeast superoxide = 110; LAP4-GFP MLPCN = 91; AGP1-GFP MLPCN = 88; CIT2-GFP yeast = 92; MEP2-GFP yeast = 100; RPL19A-GFP yeast = 98; GRK2 inh = 1; VLA-4 inh = 2

Additional results follow:
Screens in order – Yeast superoxide	LAP4-GFP MLPCN	AGP1-GFP MLPCN	CIT2-GFP yeast	MEP2-GFP yeast	RPL19A-GFP yeast	GRK2 inh	VLA-4 inh
> CCc1ccc(OC(=O)Nc2ccccc2)cc1
  102	99	106	98	103	104	2	2
> CC(C)Cn1c(=O)c2ccccc2n2c(SCC(=O)N3c4ccccc4CC3C)nnc12 (stereo unspecified)
  95	93	100	104	103	106	0	1
> O=C(Cn1cnc([N+](=O)[O-])n1)c1ccc(O)c(O)c1
  133	86	99	108	96	100	1	13
> O=C(Nc1ccc(-c2nc3ccccc3o2)c(O)c1)c1cc(-n2cnnc2)ccc1Cl
  101	109	103	103	107	99	1	-20
> N#Cc1c(SCC(=O)O)nc(N2CCOCC2)c2c1CCCC2
  90	95	95	93	95	94	0	2
> O=C(COC(=O)COc1ccccc1[N+](=O)[O-])NC1CCCC1
  98	85	103	101	94	108	2	2
> CCOc1ccc(OCC)c(NC(=O)C2CCN(S(=O)(=O)c3ccc4c(c3)CC(C)N4C(C)=O)CC2)c1 (stereo unspecified)
  110	96	91	91	98	99	1	-6
> COc1ccccc1/C=C(/C(=O)OCC(N)=O)c1ccccc1
  105	91	98	114	105	109	5	-17
> N#C/C(=C(/O)CCl)c1nc(-c2ccccc2)cs1
  107	104	98	97	91	101	2	-31
> CCCCOc1cccc(C(=O)Nc2ccc(S(=O)(=O)Nc3cc(C)on3)cc2)c1
  107	91	109	111	102	106	0	22
> COc1ccc(/C=C/S(=O)(=O)NCc2ccccc2)cc1OC
  91	103	104	99	100	97	2	-4
> CCOC(=O)CSc1nc(N2CCOCC2)c2c(c1C#N)CC(C)(C)N(C)C2
  102	94	102	105	94	98	0	-28
> O=C(CCc1ccc(S(=O)(=O)N2CCOCC2)cc1)N1CCN(Cc2ccc3c(c2)OCO3)CC1
  96	95	95	95	95	100	2	-2
> O=C(NCCc1ccc(Cl)cc1Cl)c1ccc2nc[nH]c2c1
  96	89	97	95	94	97	3	22
> CC(=O)c1cccc(NC(=O)c2ccc(C)c(S(=O)(=O)N3CCOCC3)c2)c1
  116	98	105	103	102	103	2	0
> Cc1cc(Cl)ccc1Oc1ncnc2onc(C)c12
  107	106	102	94	107	100	1	6
> Cc1c(-c2cccc(Cl)c2)nc2ccccc2c1C(=O)OCC(=O)N(C)C1CCS(=O)(=O)C1 (stereo unspecified)
  112	90	94	99	99	99	2	0
> CCCC(=O)c1ccc(N2CCN(C(=O)c3ccccc3Br)CC2)c(F)c1
  107	109	99	96	102	98	1	11
> CCOC(=O)Cn1nc(-c2ccc(F)cc2)oc1=O
  93	96	96	100	98	96	0	3
> CC(=O)Nc1ccc2nsnc2c1
  85	100	98	95	91	93	2	9
> Oc1c(C=Nc2cccnc2)sc2ccccc12
  91	109	98	107	103	102	0	-28
> CCOC(=O)N1CCN(C(=O)CN(c2ccc(C)c(C)c2)S(=O)(=O)c2ccccc2)CC1
  110	96	91	90	97	91	1	-10
> CCCOc1ccc(/C=N/NC(=O)CN(c2ccc(OCC)cc2)S(C)(=O)=O)cc1
  105	99	101	92	103	98	3	-4
> COc1cccc(OC)c1OCCCOc1ccc(C)cc1Br
  100	107	79	94	111	103	1	12
> CCOc1ccc(CCNC(=O)COC(=O)c2nc3nc(C)cc(C)n3n2)cc1OCC
  102	101	110	108	102	105	6	8

Screening data: PubChem BioAssay, NMMLSC
